# Assay outcomes from PubChem BioAssay.
# PNC assembly inh: perinucleolar compartment assembly inhibition; AID 2417; actives 3.1% (n = 140,000); activity change (PNC), negative = inhibition, % at 10 µM; PC3M PTB-GFP, PNC prevalence imaging, 16 h; stronger effect = lower value;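 active = readout at or below -70, meaning at least 70% loss of cells showing the perinucleolar compartment, a nuclear body marking cancer cells; inconclusive = readout between -30 and a set limit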;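 also: plate controls were DMSO wells for no effect and camptothecin positive control wells for full effect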
#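 Compounds are pinned in duplicate onto adhered PC3M cells stably expressing GFP-tagged PTB and incubated 16 h at 37 C. Cells are then fixed, nuclei stained with Hoechst, and PNC-positive cells counted.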
# ALOX15B inhib: 15-hLO-2 (ALOX15B) enzyme inhibition. Potency, µM (series often up to 57.1 µM), for inactives: at the highest dose activity change, negative = inhibition, hits mostly inhibitors. O15296. actives 0.56% (n = 110,000). purified 15hLO-2, xylenol orange hydroperoxide absorbance; also: potency is read from the fitted curve at half-maximal effect; nearly all actives have a fitted effect of over 60% in size; many of its hits are not listed in these tables
#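 Enzyme 50 nM, AA 45 uM, 25 mM Hepes pH 7.5 + 0.01% Triton X-100; cpd preinc 15 min RT, rxn 90 min RT; stop/detect with 200 uM XO + 300 uM Fe(II) in 50 mM H2SO4, 30 min; A573/A405.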
# IMPase inh: IMPase inhibition in cells; 120,000 tested, under 10 active; AID 901; P97697; CHO-M1 cells, IP1 accumulation, HTRF TR-FRET ratio; inhibition (IP1 accumulation), % at 46.1 µM; active = well fitted curve in the direction sought with a large enough effect in the signal ratio, not every such curve was filed as active; inconclusive = small, poorly fitted or top-dose-only effect, or a change in a side signal; inactive = no such curve, though single readings can be large or run the other way; the % refers to the signal ratio;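 also: cells stimulated with carbachol in lithium chloride buffer; plate controls were DMSO basal wells for no effect and reference inhibitor wells for full effect; higher means more IMPase inhibition seen as more IP1 and lower FRET ratio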
# Target sequence (P97697 whole entry, looked up): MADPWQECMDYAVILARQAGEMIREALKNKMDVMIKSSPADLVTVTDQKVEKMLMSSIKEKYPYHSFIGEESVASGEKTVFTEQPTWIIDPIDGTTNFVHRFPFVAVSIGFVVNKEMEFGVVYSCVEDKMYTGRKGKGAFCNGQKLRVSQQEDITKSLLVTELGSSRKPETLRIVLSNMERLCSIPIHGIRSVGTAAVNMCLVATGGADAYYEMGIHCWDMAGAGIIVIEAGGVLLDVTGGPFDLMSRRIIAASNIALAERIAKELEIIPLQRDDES
#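 In this qHTS, compounds (final up to 46 uM) act on CHO-M1 cells that are then activated through the M1 receptor with carbachol, in pH 7.4 buffer containing 50 mM LiCl, for 30 min. IP1 accumulation is quantified by the IP-One immunoassay.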
# ALOX12 inhib: blocks human 12-lipoxygenase activity; purified 12-hLO, xylenol orange hydroperoxide absorbance; Potency, µM (top dose mostly 57.1 µM), for inactives: top-dose activity change, negative = inhibition, actives largely listed as inhibitors; actives 0.12% (n = 150,000); AID 1452; also: potency is read from the fitted curve at half-maximal effect; nearly all actives have a fitted effect of over 55% in size; many of its hits are not listed in these tables
# Target sequence (P18054 whole entry, looked up): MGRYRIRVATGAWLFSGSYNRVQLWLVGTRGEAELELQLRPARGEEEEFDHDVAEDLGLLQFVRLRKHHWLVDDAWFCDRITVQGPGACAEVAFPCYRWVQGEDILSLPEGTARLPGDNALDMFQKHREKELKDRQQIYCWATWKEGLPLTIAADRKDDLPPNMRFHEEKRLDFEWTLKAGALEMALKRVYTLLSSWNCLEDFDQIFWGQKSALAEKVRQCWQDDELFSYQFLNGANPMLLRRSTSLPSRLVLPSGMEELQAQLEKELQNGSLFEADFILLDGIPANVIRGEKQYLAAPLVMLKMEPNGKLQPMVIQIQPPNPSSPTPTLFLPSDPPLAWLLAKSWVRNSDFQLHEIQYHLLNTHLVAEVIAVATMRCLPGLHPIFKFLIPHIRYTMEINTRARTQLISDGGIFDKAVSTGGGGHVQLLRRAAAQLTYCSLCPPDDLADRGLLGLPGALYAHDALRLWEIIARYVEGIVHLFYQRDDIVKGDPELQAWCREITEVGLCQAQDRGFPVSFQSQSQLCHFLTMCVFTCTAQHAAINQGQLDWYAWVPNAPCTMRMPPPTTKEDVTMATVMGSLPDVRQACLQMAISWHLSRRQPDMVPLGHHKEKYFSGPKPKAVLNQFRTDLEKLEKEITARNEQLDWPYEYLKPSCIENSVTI
#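 Hydroperoxide formation by human 12-lipoxygenase from 40 uM arachidonic acid was followed colorimetrically via ferric-xylenol orange complex, using the 573/405 nm absorbance ratio. Enzyme concentration was 150 nM, with 30 min reaction at room temperature.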
# Starred values were filed as active, the others as inactive; ? = inconclusive; . = no result given; [ ] = remark or other dose. Unless noted, calls follow the shape of the dose curve; as a rule, active = well fitted curve in the direction sought with a large enough effect; inconclusive = small, poorly fitted or top-dose-only effect, or another doubt; inactive = no such curve, though single readings can be large; an effect the other way counts as inactive or inconclusive. Unless noted, % is scaled to controls: 0 for no effect and ±100 for the full control effect. Only part of the results is shown. The share of hits here may be higher or lower than overall.
# Below each compound – PNC assembly inh	ALOX15B inhib	IMPase inh	ALOX12 inhib
CC(=O)NC1C(Oc2ccc(C)cc2)OC2COC(c3ccco3)OC2C1O (stereo not given)
  -119*	.	-1	2%
CCOc1ccc(S(=O)(=O)NCc2ccc(C)cc2)c2cccnc12
  17	.	.	0%
O=C(COc1ccc(N2CC(C(=O)O)CC2=O)cc1)Nc1cccc(C(F)(F)F)c1 (stereo not given)
  ?	-1%	19	-4%
Cc1ccc(NC(=O)COC(=O)c2cc(Cl)ccc2Cl)c(Br)c1
  ?	.	.	0%
Cc1cccc(NC(=O)c2c(O)c3cccc4c3n(c2=O)CCC4)n1
  -16	-1%	-6	3%
COc1ccc(-n2c(SCC(=O)N3CCCCC3C)nnc2-c2cccnc2)cc1 (stereo not given)
  2	-3%	1	1%
Cn1c(Cn2c(=O)sc3ccccc32)nnc1SCC(=O)Nc1ccc(Cl)cc1
  24	.	-1	6%
Cc1oc2cc(O)cc(C)c2c(=O)c1-c1cnn(-c2ccccc2)c1
  -115*	3%[2.29 µM]	9	-11%
Cc1nn(C)c(C(=O)NNC(=S)NC2CCCCC2)c1Cl
  8	.	.	1%
O=C(O)COc1ccc(S(=O)(=O)c2ccc(OCC(=O)O)cc2)cc1
  -24	2%	6	8%
Cc1ccc2nc3ccc(N4CCCC4)nn3c(=O)c2c1
  115	-22%	10	4%
NC(=O)CSc1nc(O)cc(=O)n1-c1ccccc1
  -18	-2%	-6	0%
Cn1c(=O)c2c(nc(NCCCN3CCOCC3)n2Cc2ccc(Cl)cc2Cl)n(C)c1=O
  -13	10%	4	3%
Oc1cccc(-c2nc3c4c(ncn3n2)-c2ccccc2CC42CCCC2)c1
  7	-3%	9	-4%
Cn1c(=O)c2[nH]c(CCCCc3nc4c([nH]3)c(=O)n(C)c(=S)n4C)nc2n(C)c1=S
  .	4%[11.4 µM]	.	1%[11.4 µM]
CN(C)CCNS(=O)(=O)c1ccc(Cl)cc1
  -100*	.	-6	-1%
C/C(CC(=O)NC1CCCC1)=N\NC(=O)Cc1cccs1
  -22	-5%	1	5%
CC1CCc2[nH]nc(C(=O)O)c2C1 (stereo not given)
  16	4%	7	-2%
Cc1ccc(Nc2nc(N)c([N+](=O)[O-])c(N3CCOCC3)n2)cc1C
  ?	.	.	1%
Nc1nc2nc(Cl)[nH]c2c(=O)[nH]1
  .	-2%	.	1%

# Random excerpt: 4 compounds from above, in no set order.
# Below each compound – PNC assembly inh	ALOX15B inhib	IMPase inh	ALOX12 inhib
NC(=O)CSc1nc(O)cc(=O)n1-c1ccccc1
  -18	-2%	-6	0%
C/C(CC(=O)NC1CCCC1)=N\NC(=O)Cc1cccs1
  -22	-5%	1	5%
Oc1cccc(-c2nc3c4c(ncn3n2)-c2ccccc2CC42CCCC2)c1
  7	-3%	9	-4%
O=C(O)COc1ccc(S(=O)(=O)c2ccc(OCC(=O)O)cc2)cc1
  -24	2%	6	8%

# (continued)
# Below each compound – PNC assembly inh	ALOX15B inhib	IMPase inh	ALOX12 inhib
COc1cc(SC)ccc1C(=O)Nc1ccccc1C#N
  ?	-6%	-3	1%
COc1cc(C2CC(=O)NC3=C2C(=O)CC(C)(C)C3)cc(OC)c1O (stereo not given)
  -28	-15%	-5	0%
Cc1cc(SCC(=O)NN=C2CCN(C(C)C)CC2)c(C)cc1Br
  -29	.	.	-2%
O=C(Cn1c(C(F)(F)F)nc2ccccc21)N1CCCC1
  28	2%	-3	2%
Cc1ccc(C)c(N2CCN(c3nnnn3-c3ccccc3)CC2)c1
  16	4%	1	-6%
CC(NS(=O)(=O)c1cccc(Cl)c1)C(=O)Nc1ccc(-c2nc3ccccc3s2)cc1 (stereo not given)
  ?	-3%	2	-2%
Cc1ccc(C2c3sc(=O)[nH]c3SC3C4CC(C5C(=O)N(C(C)C(=O)O)C(=O)C45)C23)cc1 (stereo not given)
  -90*	.	.	-1%
Cc1c(C(=O)OCCOC(C)C)[nH]c2c1C(=O)CC(c1ccco1)C2 (stereo not given)
  -91*	.	12	-3%
Nc1nnc(SCCN2C(=O)c3ccccc3C2=O)s1
  16	4%	8	2%
CCn1c(SCC(=O)N/N=C/c2ccc(OC)c(OC)c2)nc2ccccc21
  -17	8%	9	2%
COc1ccc(S(=O)(=O)Nc2ccc(CC#N)cc2)cc1
  -29	0%	-3	-6%
Cc1ccc(OCCn2cc(/C=C(\C#N)C(=O)NCC3CCCO3)c3ccccc32)cc1 (stereo not given)
  4	.	.	-2%
CCCC(=O)NCc1cc(-c2nn(C)c(=O)c3ccccc23)ccc1C
  -9	0%	10	7%
Cn1c(=O)c2c(nc(SCC(=O)NCC3CCCO3)n2C)n(C)c1=O (stereo not given)
  16	-1%	2	4%
Cc1ccc(CNC(=O)C2CCCN(S(C)(=O)=O)C2)cc1 (stereo not given)
  18	2%	4	5%
CC1(C(=O)NC2CCCCCCC2)CCC(=O)N1Cc1cccnc1 (stereo not given)
  34	25%	-1	-6%
Cc1noc(C(=O)N2CCN(c3ccc(F)cc3)CC2)c1Cl
  38	.	0	0%
CC(C(=O)Nc1cccnc1)N1C(=O)C2C3C=CC(C3)C2C1=O (stereo not given)
  -1	.	3	5%
CCOc1ccccc1NC(=O)C(OC(=O)c1cc(C)oc1C)c1ccccc1 (stereo not given)
  ?	.	.	-1%
COc1ccc(CCNC(=O)C2CCN(S(=O)(=O)N3CCCCCC3)CC2)cc1OC
  -6	6%	3	0%
CCn1cc(C(=O)NCc2ccc3c(c2)OCO3)c(=O)c2cc(S(=O)(=O)N(C)C)ccc21
  9	.	.	-2%
CC(C)(OC1OC(CO)C(O)C(O)C1O)[C@H]1Oc2ccc3ccc(=O)oc3c2[C@H]1O (stereo not given in full)
  48	.	.	-2%
CCOC(=O)c1c(C)nc2c(c1-c1ccccc1)C(=O)c1ccccc1-2
  -2	4%	2	-5%
COc1cc(C2C(C(=O)c3sc(C)nc3C)=C(O)C(=O)N2CCN(C)C)cc(OC)c1OC (stereo not given)
  15	-12%	9	4%
O=C(CSc1nnc(-c2ccccc2)o1)Nc1ccccc1F
  ?	3%	3	-3%
Cc1occc1-c1nnc(SCC(N)=O)n1Cc1ccccc1
  ?	0%	2	0%
CC(C)[C@](N)(C(=O)O)c1ccccc1
  .	-3%[11.4 µM]	.	2%[11.4 µM]
Cc1ccc2nc(C)c(C(=O)N/N=C/c3ccccc3[N+](=O)[O-])cc2c1
  29	.	.	0%
CCOC(=O)C1CCN(C(=O)c2ccccc2NS(=O)(=O)c2ccc(F)c(F)c2)CC1
  ?	.	.	0%
O=C(/C=C/c1ccccc1Cl)NCCc1ccccc1
  24	-8%	?	-10%
CCCC(=O)Nc1cc(=O)[nH]c2ncnn12
  -4	12%	-3	1%
CCN(CC)CCCN(C(=O)c1cccs1)c1nc(-c2ccc(OC)cc2)cs1
  -23	16%	6	-4%
Cc1ccc(NC(=S)NCc2cccs2)cc1
  12	-11%	3	-5%
CCN(CC)CCCNC(=O)c1cc(Sc2nnc(C)s2)nc2ccccc12
  ?	.	.	4%
CCCCN(C(=O)CSc1nnc(-c2ccccc2OC)n1C)c1c(N)n(Cc2ccccc2)c(=O)[nH]c1=O
  27	.	.	-8%
C[N+]1(C)C[C@@H](O)C[C@@H]1C(=O)[O-]
  .	8%[25.6 µM]	-2[20.6 µM]	0%[25.6 µM]
COc1cc(/C=N/n2cnnc2)ccc1OCCSc1ccc(C)cc1
  26	0%	2	3%
COc1ccc(-c2sc(NC(=O)c3ccc(C)cc3)nc2-c2ccc([N+](=O)[O-])cc2)cc1
  42	-3%	0	0%
CCOc1ccc(NC(=O)CN2CCN(CC(=O)c3ccc(OC)c(OC)c3)CC2)cc1
  10	-11%	-5	-5%
COc1ccc(CCn2c(-c3ccco3)nc3nc4ccccc4nc32)cc1
  ?	?	-1	-3%
O=C(CCSc1ccccc1)Nc1ccccc1C(=O)N1CCCC1
  ?	.	.	1%
C=CCn1c(NCc2ccc(N(C)C)cc2)nc2ccccc21
  ?	12%	16	7%
COC(=O)c1ccc2c(=O)n(CCCCCC(=O)N3CCN(c4ccccc4)CC3)c(=O)[nH]c2c1
  7	4%	10	-2%
Cc1ccc(S(=O)(=O)Nc2ccc(=O)n(Cc3ccc(Cl)c(Cl)c3)c2)cc1
  ?	?	4	-24%
COc1ccc2c(c1)c(=O)c(C(=O)c1ccc(C)cc1)cn2CC(=O)Nc1ccc(F)cc1
  -6	.	.	-2%
O=C(COC(=O)c1ccc(Cl)c(S(=O)(=O)N2CCN(c3ccc(F)cc3)CC2)c1)Nc1cccc(Cl)c1
  ?	.	.	3%
COC(=O)CSc1nc2ccccc2o1
  17	11%	4	3%
Oc1ccccc1C=NC1=NN(c2cccc(C(F)(F)F)c2)CC1
  -15	.	1	?
O=C(NCc1ccccc1)C1CCN(S(=O)(=O)c2cc([N+](=O)[O-])ccc2Cl)CC1
  -12	.	.	-2%
O=C(COc1ccccc1)Nc1ccc2c(c1)Cc1cc(NC(=O)COc3ccccc3)ccc1-2
  141	.	-4	3%
O=C(Nc1ccc2oc(-c3ccc(F)cc3)nc2c1)c1ccccc1F
  -15	-7%	-14	-1%
Cc1c(NC(=O)Cn2[nH]c(=O)c3ccccc3c2=O)c(=O)n(-c2ccccc2)n1C
  -11	1%	1	1%
CCOC(=O)c1c(NC(=O)CN2C(=O)NC3(CCCCC3)C2=O)sc(C)c1-c1ccc(C)cc1
  27	.	?	2%
Cc1ccccc1N(CC(=O)NC1CCCC1)C(=O)c1oc(C(C)(C)C)cc1C
  ?	-7%	9	4%
Cc1sc2nc(CN3CCOCC3)nc(NS(=O)(=O)c3ccc4c(c3)OCCO4)c2c1C
  18	0%	0	-6%
Cc1ccc(NC(=O)c2cnn(C)c2)cc1[N+](=O)[O-]
  ?	.	.	-6%
Cc1ccc(OCCCC(=O)Nc2ccccc2C(F)(F)F)cc1
  56	3%	0	-1%
CCCC(=O)O[C@H]1C[C@@H](C)N(C(=O)c2ccccc2)c2ccc(C)cc21
  13	0%	8	-9%
COC(=O)Cn1c(=N)n(CCN2CCCCC2)c2ccccc21
  -14	27%	-8	-2%
O=C(CCOc1ccccc1)Nc1ccc(S(=O)(=O)N2CCCC2)cc1
  11	0%	5	-3%

# Continued.
# Below each compound – PNC assembly inh	ALOX15B inhib	IMPase inh	ALOX12 inhib
CCOc1ccc(NC(=O)/C(=C\c2ccc(OC(C)=O)c(OC)c2)NC(C)=O)cc1
  -13	.	.	1%
O=[N+]([O-])c1ccc(Cl)c(S(=O)(=O)NCC2CCCO2)c1 (stereo not given)
  -20	.	.	0%
COc1ccc2c(c1)N(CC[C@H]1CCCCN1C)c1ccccc1S2
  .	0%[11.4 µM]	.	2%[11.4 µM]
CC(NC(=O)Cn1c(=O)oc2cc(S(=O)(=O)N3CCCC3)ccc21)c1ccccc1 (stereo not given)
  -23	-4%	-1	9%
O=C(Nc1ccc(Cl)cc1)OCc1ccccn1
  ?	.	?	0%
CCCCOc1ccccc1C(=O)NCCCCCC(=O)O
  25	-6%	-9	-3%
CN(Cc1ccccc1)C1CC(=O)N(c2ccc(C(=O)O)cc2)C1=O (stereo not given)
  -2	16%	-5	3%
COc1ccc(C2C(C(=O)C(C)(C)C)=C(O)C(=O)N2Cc2ccccc2)cc1 (stereo not given)
  -10	.	.	1%
O=C(CN(C(=O)CCC(=O)Nc1nccs1)c1cccc(F)c1)NCC1CCCO1 (stereo not given)
  ?	6%	9	-3%
Cc1cc(NC(=O)CN2CCCCCCC2)no1
  46	-8%	1	-5%
Cn1ccnc1SCC(=O)Nc1sccc1C#N
  64	-21%	-1	-5%
CCCn1c(SCC(=O)Nc2nccs2)nnc1-c1cccnc1
  13	-7%	-11	-4%
